N370S GC – N370S glucocerebrosidase modulation, Gaucher chaperone candidate. P04062. N370S GC spleen homogenate, 4MU-glucoside fluorescence. Potency, µM (titrated, usually from 59.4 µM), for the others: at the top dose activity change, negative = inhibition, actives largely listed as inhibitors. 0.092% of 330,000 active. AID 2101;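 also: 0% = full enzyme activity and -100% = no enzyme basal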
TDP1 inh – inhibitors of human tyrosyl-DNA phosphodiesterase TDP1 | Q9NUW8 | recombinant TDP1, AlphaScreen DNA substrate cleavage | Potency, µM (series often up to 130 µM), without a hit: at the top dose activity change, negative = inhibition, hits mostly inhibitors | 0.28% of 350,000 active | AID 485290; also: nearly all actives have a fitted effect of over 40% in size
Target sequence (Q9NUW8 whole entry, looked up): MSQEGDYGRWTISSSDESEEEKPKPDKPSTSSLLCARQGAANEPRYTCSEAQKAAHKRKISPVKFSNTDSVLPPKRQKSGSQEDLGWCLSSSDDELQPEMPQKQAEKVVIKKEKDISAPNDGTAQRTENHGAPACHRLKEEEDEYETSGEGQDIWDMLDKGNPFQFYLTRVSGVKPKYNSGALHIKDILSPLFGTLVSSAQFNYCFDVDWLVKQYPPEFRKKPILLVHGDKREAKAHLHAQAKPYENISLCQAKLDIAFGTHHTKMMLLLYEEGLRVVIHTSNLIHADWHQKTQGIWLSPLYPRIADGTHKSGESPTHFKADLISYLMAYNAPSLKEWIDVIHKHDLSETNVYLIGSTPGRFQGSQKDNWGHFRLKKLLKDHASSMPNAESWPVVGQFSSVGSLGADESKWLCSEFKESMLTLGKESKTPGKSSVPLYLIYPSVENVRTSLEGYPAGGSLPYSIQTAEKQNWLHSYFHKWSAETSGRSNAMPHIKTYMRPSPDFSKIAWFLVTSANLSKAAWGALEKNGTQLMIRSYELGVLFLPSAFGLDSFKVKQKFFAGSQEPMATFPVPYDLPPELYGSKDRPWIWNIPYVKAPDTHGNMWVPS
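Recombinant human Tdp1 (E. coli-expressed, 1 nM final) preincubated with compounds 15 min at room temperature, then 5'-biotin/3'-phosphotyrosine-FITC DNA substrate (15 nM final) added for 5 min. AlphaScreen beads (10 ug/ml final) added 10 min; cleavage lowers signal.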
DT40 TDP1 no CPT – qHTS for Inhibitors of human tyrosyl-DNA phosphodiesterase 1 (TDP1): qHTS in cells in absence of CPT. DT40 Tdp1-/- hTDP1 cells, no CPT, ATP luminescence, 48 h. AID 686978, 2013. 15% of 420,000 active. Potency, µM (top dose mostly 46.2 µM), for the others: at the top dose activity change, negative = growth inhibition, usual class: inhibitors; also: nearly all actives have a fitted effect of over 55% in size
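Seeded 400 DT40-hTDP1 cells/well (vehicle DMSO, no 20 nM CPT); pinned compounds; ≥48 hr at 37 °C; CellTiter-Glo luminescence as viability measure.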
* hit, by the source's call; u = inconclusive; x = no result given; & = joins results of further samples; [ ] = remark or other dose. Calls follow the shape of the dose curve; as a rule, active = well fitted curve in the direction sought with a large enough effect; inconclusive = small, poorly fitted or top-dose-only effect, or another doubt; inactive = no such curve, though single readings can be large; an effect the other way counts as inactive or inconclusive. Unless noted, % is scaled to controls: 0 for no effect and ±100 for the full control effect; potency is read from the fitted curve at half-maximal effect. The list is partial (hit frequency here may not be typical).

SMILES	N370S GC	TDP1 inh	DT40 TDP1 no CPT
CCc1ccc(CNC(=O)C2CCN(c3nnc(C)c4c(C)n(-c5ccc(C)cc5)nc34)CC2)cc1	1%	-16%&-3%	5.2µM*
Fc1cccc(Nc2nc(Cl)nc(Cl)n2)c1	-4%	4%	-8%
CCc1nnc(NC(=O)Cn2nc(-c3ccccc3OC)ccc2=O)s1	0%	4%	-2%
Cc1cc([N+](=O)[O-])nn1CC(=O)Nc1ccccn1	-7%	4%	0%
N#Cc1nc(-c2ccc(Cl)cc2)oc1N1CCCCC1	u	10%	-27%
CC(Sc1ccc([N+](=O)[O-])cn1)C(=O)Nc1nccs1 (configuration not stated)	-1%	4%	18%
CCOC(=O)N1CCC(NC(=O)c2ccc3c(c2)N(Cc2ccc(C)cc2)CCS3)CC1	15%	4%	21µM*
CCOC(=O)CNC(=O)C1CCCN(c2ncccn2)C1 (configuration not stated)	-1%	6%	-7%
O=S(=O)(NCCc1nnc2ccc(SCc3ccc(Cl)cc3Cl)nn12)c1ccccc1	x	8%	15µM*
CCCCN(C)C1CCN(C(=S)Nc2cccc(SC)c2)CC1	-2%	1%	-9%
CC1=C(C)C(=O)C(N2CCOCC2)=CC1=O	-19%	-1%	15µM*
CCOc1ccccc1NC(=O)CSc1nc2c(c(=O)[nH]1)CCC2	x	9%	u
COc1ccc(CCNC(=O)/C=C/c2ccc(C)cc2)cc1OC	3%	0%	u
O=C(CCN1C(=O)C2C3C=CC(C3)C2C1=O)NCC1CCCO1 (configuration not stated)	15%	2%	-8%
Nc1nonc1/C(=N/O)N1CCCC1	5%	4%	-5%
Cc1[nH]c2c(C(=O)N3CCCC(CCC(=O)NCc4ccccc4F)C3)cccc2c1C (configuration not stated)	7%	2%	21µM*
C/C=C/c1ccc(OCCCCNCc2ccco2)c(OC)c1	-16%	-5%	u
CCC(=O)Oc1ccc2c(C)c(Cl)c(=O)oc2c1	u	-6%	-7%
C=CCN1C2CCCC1CC(NC(=S)Nc1ccc(Cl)cc1)C2 (configuration not stated)	-13%	-2%	u
COc1ccc(OCCCSc2ncccn2)cc1	-19%	0%	-5%
Cc1cnc(CNC(=O)c2ccc3oc(C(C)C)nc3c2)[nH]1	-12%	5%	3%
COc1cccc(OC)c1C(=O)Nc1ccc(N2CCN(C(=O)c3cccs3)CC2)cc1	0%	6%	u
COc1ccc(N2C(=O)CSC2c2ccc(F)cc2)cc1 (configuration not stated)	-6%	x	-14%
Cc1cc(Cl)ccc1OC(C)C(=O)OCC(=O)c1ccc[nH]1 (configuration not stated)	x	-11%	0%
Clc1ccccc1-c1ncc(-c2ccccc2)o1	17%	x	u
COCCNC(=O)COc1ccc(C)cc1C	2%	0%	-4%
O=C(COC(=O)c1cccc(S(=O)(=O)NCc2ccccc2)c1)NCC1CCCO1 (configuration not stated)	-4%	-3%	-21%
O=c1c2ccccc2oc2cc(-c3ccc4cc[nH]c4c3)ccc12	x	-1%	u
COc1cccc(C(=O)NC(=S)N2c3ccccc3CC2C)c1OC (configuration not stated)	2%	10%	u
Cc1cc2cc3c(cc2nc1SCC(=O)N1CCOCC1)OCO3	-1%	x	-20%
O=C(Nc1ccc(C(=O)OCc2cc(=O)n3nc(C4CC4)sc3n2)cc1)c1cccc(F)c1	x	1%	u
CCc1cccc2c1NC1(CCCC1)CC2C (configuration not stated)	u	7%	21µM*
Cc1ccc(-c2nc(N)sc2C)cc1	-10%	2%	0%
Cc1ncoc1C(=O)NC1CC(C)(C)Cc2c1cnn2-c1ccc(F)cc1 (configuration not stated)	3%	4%	-3%
CC(NC(=O)c1cc2sccc2n1Cc1ccc(F)cc1)c1ccccc1 (configuration not stated)	x	6%	u
O=C(Cc1cccs1)Nc1nc(-c2ccccc2)cs1	-12%	3%	8.2µM*
Cc1cccc(NC(=O)CN2CCN(C(=O)C(C)Oc3ccc(C#N)cc3)CC2)c1C (configuration not stated)	x	0%	-9%
O=C(Nc1ccccc1F)c1ccc2nc(N3C(=O)CCC3=O)sc2c1	2%	0%	u
Cc1cc(C)c2c(=O)cc(C(F)F)oc2c1	-2%[12.8 µM]	-1%	7%
CCc1ccc(NC(=O)COC(=O)/C=C/c2c(C)nn(C3CCS(=O)(=O)C3)c2Cl)cc1 (configuration not stated)	8%	2%	5%

Full records, quoted from the list:
CC(Sc1ccc([N+](=O)[O-])cn1)C(=O)Nc1nccs1 (configuration not stated) is listed with N370S GC = -1%; TDP1 inh = 4%; DT40 TDP1 no CPT = 18%
CCC(=O)Oc1ccc2c(C)c(Cl)c(=O)oc2c1 is listed with N370S GC = u; TDP1 inh = -6%; DT40 TDP1 no CPT = -7%

Rewritten bar-delimited: part of the list above
SMILES | N370S GC | TDP1 inh | DT40 TDP1 no CPT
Cc1cc2cc3c(cc2nc1SCC(=O)N1CCOCC1)OCO3 | -1% | x | -20%
O=C(Nc1ccc(C(=O)OCc2cc(=O)n3nc(C4CC4)sc3n2)cc1)c1cccc(F)c1 | x | 1% | u
CCc1cccc2c1NC1(CCCC1)CC2C (configuration not stated) | u | 7% | 21µM*
Cc1ccc(-c2nc(N)sc2C)cc1 | -10% | 2% | 0%
Cc1ncoc1C(=O)NC1CC(C)(C)Cc2c1cnn2-c1ccc(F)cc1 (configuration not stated) | 3% | 4% | -3%

New compounds follow.
SMILES	N370S GC	TDP1 inh	DT40 TDP1 no CPT
CCN(CC)CCCNC(=O)c1cc2c(=O)[nH]c3ccc(C)cc3c2s1	u	x	u
Cc1ccc(C(=O)Nc2ccc(-c3cn4cccnc4n3)cc2)cc1C	x	6%	u
CCOC(=O)NN=C1c2ccccc2-c2ccccc21	15%	x	u
CC(=O)N1c2ccc(S(=O)(=O)N(C)c3cc(C)ccc3C)cc2CC1C (configuration not stated)	-4%	x	23µM*
CC1CN=C(N(C(=O)Nc2ccccc2)C(C)c2ccccc2)S1 (configuration not stated)	2%	x	-26%
O=C(CSc1nnc(CNC(=O)c2ccccc2)o1)c1ccc(Cl)cc1	-4%	4%	u
CN(CCCN1CCOCC1)Cc1cn(C)nc1-c1ccccc1F	21%	6%	-10%
N#CCCNS(=O)(=O)c1ccc(C(=O)OCC2CCCCC2)cc1	-10%	6%	-6%
COc1cc(/C=C/C(=O)OCC(=O)N2CCC(C)CC2)ccc1OCC#N	x	-1%	3%
COc1cc(OC)c(OC)cc1/C=C/c1cc(C(F)(F)F)[nH]c(=O)n1	3%	3%	-27%
CCN(CC(N)=O)S(=O)(=O)c1ccc(F)cc1	0%	0%	-5%
CC(=O)OCC1OC(n2cnc3c(Cl)nc(Cl)nc32)C(OC(C)=O)C1OC(C)=O (configuration not stated)	3%	16%[56.1 µM]	21µM*
COC(=O)c1cc(S(=O)(=O)N2CCC(C)CC2)cn1C	5%	1%	-16%
CC(NC(=O)Nc1ccc([N+](=O)[O-])cc1)C(c1cccs1)N1CCCC1 (configuration not stated)	-10%	3%	-24%
CNC(=S)NN(c1ccccc1)c1ccccc1	-4%	7%	-1%
Cc1ccc(S(=O)(=O)N2CCCCC2CCNC(=O)C(=O)NCc2ccco2)cc1 (configuration not stated)	7%	x	7.3µM*
COc1cc2c(C(=O)Nc3ccc(C)cc3Br)cn(C)c(=O)c2cc1OC	x	6%	-6%
CCOC(=O)c1nn(-c2ccccc2)c(=O)cc1OCC(=O)Nc1cccc(OC)c1	-5%	-7%	-17%
CCOC(=O)N1CCN(C(=O)c2ccc(NC(=O)c3ccc(C)cc3)cc2)CC1	4%	3%	-90%
C[C@H](NC(=O)c1nc[nH]c1C(=O)N1CCc2ccccc2C1)C(=O)OCc1ccccc1	7%	5%	u
O=C(c1ccco1)N1CCN(S(=O)(=O)c2cc(Cl)ccc2Cl)CC1	-6%	-9%	-23%
COc1ccc(S(=O)(=O)Nc2cccc3c2O[C@H](CN(C)C)[C@@H](C)CN([C@H](C)CO)C3=O)cc1	x	1%	-2%
O=C(OCc1nnc(-c2ccc([N+](=O)[O-])cc2)o1)c1ccc(F)c(S(=O)(=O)N2CCOCC2)c1	-12%	0%	-12%
Cc1ccc(O)c(C(CC(=O)N2CCCC2)c2ccccc2)c1 (configuration not stated)	x	3%	u
CN1C(=O)C2(NCCc3c2[nH]c2ccccc32)c2ccccc21 (configuration not stated)	-8%	7%	u
CCC/C(O)=C1\C(=O)CC(C)(C)CC1=Nc1ccccc1OC	2%	0%	15µM*
c1ccc(-n2ncc3c2ncn2cnnc32)cc1	5%	0%	12%
COc1cc(NC(=O)Cc2ccc(Cl)cc2)ccc1NC(=O)c1ccco1	-3%	0%	u
CC1CCCCC1NC(=O)COC(=O)Cc1ccc(Br)cc1 (configuration not stated)	-11%	-8%	3%
COc1ccc(C2=CC(=O)C[C@H](c3ccc(F)cc3)C2)cc1F	x	0%	u
O=C(NCc1ccc(Cl)cc1)C1CCN(c2cnccn2)CC1	4%	-3%	4%
O=C(c1cccc(Cl)c1)N1CCN(C(=O)c2ccccc2F)CC1	3%	3%	-2%
CC(SC(=S)N1CCOCC1)C(=O)O (configuration not stated)	-2%	8%	-1%
Cc1ccc(C(CC(=O)O)NC(=O)CCNC(=O)c2ccco2)cc1 (configuration not stated)	9%	1%	1%
COc1ccc(C(=O)c2c(N)c(-c3nc(-c4ccc(OC)cc4)cs3)c3ccccn23)cc1	x	0%	-26%
O=[N+]([O-])c1c(Nc2ccc(O)cc2)cc(N2CCOCC2)c2nonc12	0%	4%	-21%
COC(=O)c1ccc(-n2c(CCC(=O)O)ccc2-c2ccc(C)cc2)cc1	14%	6%	4%&0%
Cc1ccc2c(c1)CC(C)N2S(=O)(=O)c1nnc(NC(=O)c2ccccc2F)s1 (configuration not stated)	x	5%	-21%
O=C(NC1CC1)C1CC(=O)N(c2ccc(F)cc2)C1 (configuration not stated)	1%	x	3%
COC(=O)C(C(=O)OC)c1ccc(N)cc1	4%	1%	-3%
Cc1nccn1CC(O)Cn1c2ccccc2c2ccccc21 (configuration not stated)	7%	4%	u
Cc1nc2nc(SCC(=O)N(Cc3ccccc3)C(C)C)nn2c(C)c1Cc1ccccc1Cl	x	6%	u
COc1ccc(S(=O)(=O)N2CCCCC2)cc1NC(=O)COc1ccccc1	27%	x	u
Cc1cc(C)nc(NC(=O)c2cccc(Cl)c2)n1	8%	-3%	1%
NC(=O)C1CCN(c2ncnc3c(-c4ccccc4)nsc23)CC1	0%	-1%	-4%
NNC(=O)COc1ccc(-c2n[nH]c(C(F)(F)F)c2-c2ccc(Br)cc2)c(O)c1	-26%	3%	-17%
Nc1cccc(-n2nnnc2CN2CCOCC2)c1	23%	1%	16µM*
O=C(Cc1ccccc1)NCC(=O)OCc1ccccc1F	-6%	1%	0%
Cc1ccc(SCCC(=O)N/N=C/c2ccncc2)cc1	1%	-5%	u
CCOc1ccc(N=Nc2c(C)[nH]n(-c3ccccc3)c2=O)cc1	2%	x	3%
CC(C)(C)C1CCc2c(sc(NC(=O)Cn3nnc(-c4ccccc4Cl)n3)c2C#N)C1 (configuration not stated)	x	2%	-17%
O=C(NCCc1ccccc1)c1noc2c1CCCCC2	7%	1%	-11%
CCc1nnc(SC(CC)C(=O)NCCOC)c2cc3occc3n12 (configuration not stated)	x	-3%	u
O=C1OCC(c2ccccc2)=C1c1ccccc1[N+](=O)[O-]	1%	3%	u
COc1ccc(-c2nc(CNS(=O)(=O)c3ccccc3)cs2)cc1	x	0%	u

Sorted by SMILES length (descending): part of the list above
SMILES	N370S GC	TDP1 inh	DT40 TDP1 no CPT
CCc1nnc(SC(CC)C(=O)NCCOC)c2cc3occc3n12 (configuration not stated)	x	-3%	u
O=C(Cc1ccccc1)NCC(=O)OCc1ccccc1F	-6%	1%	0%
Nc1cccc(-n2nnnc2CN2CCOCC2)c1	23%	1%	16µM*
